From PubChem
GlmU inhibition = inhibition of mycobacterial GlmU enzyme – biochemical, glucosamine-1-phosphate acetyltransferase (AID 1376); Bifunctional protein GlmU (Mycobacterium tuberculosis (strain ATCC 25618 / H37Rv)); M. tuberculosis GlmU acetyltransferase enzyme assay; higher % means a stronger effect; one-dose inhibition, %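 (tested at 30 µM in the primary screen)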; IC50 in µM for titrated hits; 0.25% of 220,000 active; in the data active = inhibition above about 13%;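 also: 0% = complete reaction with vehicle and 100% = reaction without substrate; strong numbers were not always called active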
RmlCD inh 1536 = M. tuberculosis RmlC/RmlD coupled enzyme inhibitors, primary screen, biochemical, compound mixtures, 384-well, from 1536-well plates; dTDP-4-dehydrorhamnose reductase (Mycobacterium tuberculosis (strain ATCC 25618 / H37Rv)) …; RmlC+RmlD coupled enzyme assay, percent inhibition; primary screen in compound mixtures; inhibition, % at 3.6 µM; 0.03% of 160,000 active; in the data active = inhibition mostly above about 34%, no sharp cut-off; also: some results filed as inactive read as strong as hits
Target sequence (P9WH09 whole entry, looked up): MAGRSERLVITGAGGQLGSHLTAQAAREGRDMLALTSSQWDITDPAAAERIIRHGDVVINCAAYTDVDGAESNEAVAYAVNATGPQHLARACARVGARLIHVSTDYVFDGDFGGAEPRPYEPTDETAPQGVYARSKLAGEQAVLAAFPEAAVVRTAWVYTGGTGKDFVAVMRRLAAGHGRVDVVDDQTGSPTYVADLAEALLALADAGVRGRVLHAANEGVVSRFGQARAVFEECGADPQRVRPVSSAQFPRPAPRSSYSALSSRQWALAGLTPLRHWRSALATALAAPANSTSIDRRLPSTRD
Target sequence (P9WH11 whole entry, looked up): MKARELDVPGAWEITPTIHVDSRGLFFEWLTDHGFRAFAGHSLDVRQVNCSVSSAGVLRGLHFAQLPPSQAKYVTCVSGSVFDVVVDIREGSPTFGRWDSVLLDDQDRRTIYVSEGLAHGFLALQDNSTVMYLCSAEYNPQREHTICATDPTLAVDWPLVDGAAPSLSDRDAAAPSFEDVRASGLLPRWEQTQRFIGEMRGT
* hit, by the source's call. An excerpt. The share of hits here may be higher or lower than overall.

For COC(=O)N/N=C(\C)c1ccc(C)c([N+](=O)[O-])c1 the results were GlmU inhibition 2.5%.
`COc1ccccc1NC(=O)CN(Cc1ccco1)C(=O)c1cncc(Br)c1` gave RmlCD inh 1536 -12.
For Cc1ccc(S(=O)(=O)NCCN(CCNS(=O)(=O)c2ccc(C)cc2)S(C)(=O)=O)cc1 the results were GlmU inhibition 0.0%.
COc1cc(/C=N\n2cnnc2)ccc1OCC(=O)Nc1ccc(C)cc1 was read as GlmU inhibition 1.0%.
O=S(=O)(NCCCO)c1ccc2c(c1)Cc1cc(S(=O)(=O)NCCCO)ccc1-2 was read as GlmU inhibition 0.1% and RmlCD inh 1536 1.
For O=C(O)CCC(NS(=O)(=O)c1ccc(N2CCCC2=O)cc1)C(=O)O (stereo unspecified) the results were GlmU inhibition -4.8% and RmlCD inh 1536 -4.
`C/C(=N\NC(=O)c1c(Cl)cnn1C)c1cccc(NC(=O)C(C)C)c1` gave GlmU inhibition 2.2% and RmlCD inh 1536 -11.
`CN(C)C(=O)CSc1ncnc2scc(-c3ccccc3)c12` gave GlmU inhibition 2.8% and RmlCD inh 1536 10.
Screening CCN(C(=O)COC(=O)c1ccccc1Nc1cccc(C)c1C)C1CCS(=O)(=O)C1 (stereo unspecified) returned GlmU inhibition -4.5% and RmlCD inh 1536 -14.
CN(C)C(=S)Nc1ccc(Br)cc1Cl was read as GlmU inhibition 2.2%.
CCc1cc2ccccc2nc1SCC(=O)Nc1cc(OC)c(OC)cc1C(=O)O was read as GlmU inhibition 5.0% and RmlCD inh 1536 23.
Cc1ccc(NC(=S)N(C)Cc2cn(C)c3ccccc23)cc1 was read as GlmU inhibition 10.0% and RmlCD inh 1536 -9.
O=C(NCc1cccnc1)c1ccc(-c2cc3ccccc3oc2=O)cc1 was read as GlmU inhibition -1.3% and RmlCD inh 1536 8.
Screening CCOC(=O)C1=C(C)N(c2ccccc2)C(=O)C1CC(=O)O (stereo unspecified) returned GlmU inhibition 1.4%.
COc1ccc(/C=N/NC(=O)c2nc(-c3ccccc3)n(-c3ccccc3)n2)cc1 was read as GlmU inhibition 0.7%.
COc1ccc(CNC(=O)COC(=O)CC2CC3CCC2C3)cc1OC (stereo unspecified) was read as GlmU inhibition -1.3% and RmlCD inh 1536 -11.
Screening CCOc1ccc(NC(=O)C2CCCN(S(=O)(=O)c3cccc4nsnc34)C2)cc1 (stereo unspecified) returned GlmU inhibition -2.8% and RmlCD inh 1536 -3.
For O=C(NC1CCCCCC1)C(=S)NCCc1ccccc1 the results were GlmU inhibition 2.4% and RmlCD inh 1536 -7.
Screening C/C(=N\O)C1/C(=N/O)CC2C1C2(C)C (stereo unspecified) returned GlmU inhibition -0.3% and RmlCD inh 1536 -4.
`CCN1CCc2c(C#N)c(N3CCOCC3)nc(N3CCOCC3)c2C1` gave GlmU inhibition -6.2% and RmlCD inh 1536 6.
CCOC(=O)CCC(NC(=O)CCCCCCCCC(=O)NC(CCC(=O)OCC)C(=O)OCC)C(=O)OCC (stereo unspecified) was read as GlmU inhibition -0.1% and RmlCD inh 1536 -9.
`CC(C)c1nccn1S(=O)(=O)c1cc(Cl)ccc1Cl` gave GlmU inhibition -0.4% and RmlCD inh 1536 -7.
For Cc1ccc(OCC(=O)Nc2cc(S(=O)(=O)N3CCCCC3)ccc2C)c([N+](=O)[O-])n1 the results were GlmU inhibition 3.0% and RmlCD inh 1536 4.
For Cc1cccc(NCc2ccccc2OCc2ccccc2F)c1 the results were GlmU inhibition -2.3% and RmlCD inh 1536 0.
For COCCNC(=O)c1cc(-c2ccc(Cl)c(Cl)c2)on1 the results were GlmU inhibition 0.2% and RmlCD inh 1536 -9.
Screening C=CCNc1nc(C)c(C(C)=O)cc1C#N returned GlmU inhibition -2.4%.
`COc1cccc(C(=O)COc2cccc(NC(=O)c3ccco3)c2)c1` gave GlmU inhibition 0.5% and RmlCD inh 1536 -10.
CCSCCNC(=O)c1cncc(Br)c1 was read as GlmU inhibition -9.0% and RmlCD inh 1536 -12.
For Nc1ccc(C(=O)N2CCCC2)cc1 the results were GlmU inhibition 12%.
`COCCNC(=O)c1cc2sc3ccccc3c2s1` gave GlmU inhibition 2.8% and RmlCD inh 1536 11.
O=C(Nc1ccc2sccc2c1)c1ccc(Cl)s1 was read as GlmU inhibition 0.1% and RmlCD inh 1536 7.
For Cc1c(NC(=O)CN2CCN(c3ccccc3)CC2)c(=O)n(-c2ccccc2)n1C the results were GlmU inhibition 2.0%.
`CC(NC(=O)c1ccncc1)C(C)(C)C` (stereo unspecified) gave GlmU inhibition -0.7% and RmlCD inh 1536 10.
Screening c1cncc(-c2nn3c(Cn4nnc5ccccc54)nnc3s2)c1 returned GlmU inhibition -1.0% and RmlCD inh 1536 -9.
O=C(NCCCN1CCOCC1)c1onc(CSc2ccc(F)c(F)c2)c1C(=O)NCCCN1CCOCC1 was read as GlmU inhibition -0.5%.
For CCC1(c2ccc(Cl)cc2)NC(=S)N(c2ccc(C)cc2)N1 (stereo unspecified) the results were GlmU inhibition 1.1% and RmlCD inh 1536 -8.
`COc1cccc(/C=N\n2c(C)nnc2C)c1OC` gave GlmU inhibition 8.8%.
O=C(CN1C(=O)C2C3C=CC(C3)C2C1=O)Nc1nncs1 (stereo unspecified) was read as GlmU inhibition -1.6% and RmlCD inh 1536 6.
`O=C(Nc1ccccc1)NC(Cc1ccc(O)cc1)C(=O)O` (stereo unspecified) gave GlmU inhibition 4.2% and RmlCD inh 1536 13.
C=CCn1c(O)c(C(C)=NCc2cc(OC)cc(OC)c2)c(=O)[nH]c1=O was read as GlmU inhibition 3.0%.
`O=C1CCCN1CCCN1C(=O)N[C@@H](Cc2ccccc2)C1=O` gave GlmU inhibition 1.1% and RmlCD inh 1536 6.
For CCc1cc2c(NC3CCCC3)ncnc2s1 the results were GlmU inhibition 0.3%.
For Cc1cc(NS(=O)(=O)c2ccc(NC(=O)CSc3nnc(-c4ccco4)n3C)cc2)nc(C)n1 the results were GlmU inhibition 5.2% and RmlCD inh 1536 -10.
`CCC1(CC)C(=O)C(C)(C)C(=O)OC1c1cccs1` (stereo unspecified) gave GlmU inhibition -0.1% and RmlCD inh 1536 -2.
For COc1ccc(CCNc2ncnc3nc[nH]c23)cc1OC the results were GlmU inhibition -3.9% and RmlCD inh 1536 6.

Structural class, the compounds so far with a cyano group (2)
`CCN1CCc2c(C#N)c(N3CCOCC3)nc(N3CCOCC3)c2C1` gave GlmU inhibition -6.2% and RmlCD inh 1536 6.
Screening C=CCNc1nc(C)c(C(C)=O)cc1C#N returned GlmU inhibition -2.4%.

Additional compounds.
Screening CCOC(=O)c1cc(NC(=O)/C=C\C(=O)O)ccc1Cl returned GlmU inhibition -7.9% and RmlCD inh 1536 4.
Screening Cc1ccc(N2C(=O)C(Cl)=C(NCCO)C2=O)c(C)c1 returned GlmU inhibition -0.7% and RmlCD inh 1536 10.
O=C(CSc1nnc(SCc2ccccc2)s1)N/N=C/c1c[nH]c2ccccc12 was read as GlmU inhibition 2.2% and RmlCD inh 1536 -12.
Cn1c(CNc2ccc(Cl)cc2)nnc1SCc1ccccc1 was read as GlmU inhibition 5.5% and RmlCD inh 1536 5.
`Cc1cc(C)n2cc(CSc3nnnn3-c3ccccc3C)nc2n1` gave GlmU inhibition -2.6% and RmlCD inh 1536 8.
`CCOc1ccc(-n2c(=O)c3c4c(sc3n(CC(=O)NCC3CCCO3)c2=O)CCC4)cc1` (stereo unspecified) gave GlmU inhibition -2.6% and RmlCD inh 1536 -7.
`COc1ccc(OC)c(NC(=S)NCc2ccc(S(N)(=O)=O)cc2)c1` gave GlmU inhibition 2.4%.
O=C(Nc1ccc(Cl)cn1)c1ccc2c(Cl)c3c(nc2c1)CCC3 was read as GlmU inhibition -0.2% and RmlCD inh 1536 -13.
O=C(Nc1cccnc1)Nc1ccc(Cl)cc1Cl was read as GlmU inhibition 5.3% and RmlCD inh 1536 1.
CSc1ccccc1C(=O)C1CCCN(C(=O)c2cc(C(C)C)no2)C1 (stereo unspecified) was read as GlmU inhibition 0.8% and RmlCD inh 1536 4.
`CCOC(=O)c1sc(S(C)=O)c2c1CCc1conc1-2` (stereo unspecified) gave GlmU inhibition -0.9% and RmlCD inh 1536 0.
For O=c1[nH]ncc(N/N=C\c2cccnc2)c1Cl the results were GlmU inhibition 0.9%.
O=C(c1cccs1)c1coc2ccc(O)cc12 was read as GlmU inhibition -0.2%.
N#CCc1nc(CSc2nc3ccccc3o2)cs1 was read as GlmU inhibition 1.2% and RmlCD inh 1536 -4.
`O=C(CCc1c[nH]c2ccccc12)NCC1COc2ccccc2O1` (stereo unspecified) gave GlmU inhibition 1.2% and RmlCD inh 1536 5.

Of the compounds above, these contain an NH in an aromatic ring.
C=CCn1c(O)c(C(C)=NCc2cc(OC)cc(OC)c2)c(=O)[nH]c1=O was read as GlmU inhibition 3.0%.
For COc1ccc(CCNc2ncnc3nc[nH]c23)cc1OC the results were GlmU inhibition -3.9% and RmlCD inh 1536 6.
O=C(CSc1nnc(SCc2ccccc2)s1)N/N=C/c1c[nH]c2ccccc12 was read as GlmU inhibition 2.2% and RmlCD inh 1536 -12.
For O=c1[nH]ncc(N/N=C\c2cccnc2)c1Cl the results were GlmU inhibition 0.9%.
`O=C(CCc1c[nH]c2ccccc12)NCC1COc2ccccc2O1` (stereo unspecified) gave GlmU inhibition 1.2% and RmlCD inh 1536 5.

(listing goes on)
`O=C(CNC(=S)NC(=O)c1cccs1)c1ccccc1` gave GlmU inhibition 0.8%.
`Cc1nnsc1C(=O)N/N=C/c1ccccc1` gave GlmU inhibition 1.8%.
For O=C(N/N=C/c1ccc(O)cc1)/C(=C/c1ccccc1)CCO the results were GlmU inhibition -6.4% and RmlCD inh 1536 33.
`O=C(NCc1ccccc1)C1Cc2ccccc2CN1C(=O)c1ccco1` (stereo unspecified) gave GlmU inhibition 3.4% and RmlCD inh 1536 -10.
Screening CCOC(=O)n1c(O)c(N=NC(N)=S)c2cc(C)ccc21 returned GlmU inhibition -0.6% and RmlCD inh 1536 8.
Screening COCC(=O)Nc1nc2ccc(S(C)(=O)=O)cc2s1 returned GlmU inhibition 2.2% and RmlCD inh 1536 8.
`CCOc1cc(/C=N/NC(=O)Cc2ccc(C(F)(F)F)cc2[N+](=O)[O-])ccc1O` gave GlmU inhibition 7.6% and RmlCD inh 1536 2.
`COc1ccc(CN2CCNC(=O)C2CC(=O)N2CCCCO2)c(OC)c1` (stereo unspecified) gave GlmU inhibition 9.1% and RmlCD inh 1536 6.
For CCC(=O)Nc1ccc2c(c1)nc1n2CCN(C2CCCCC2)C1 the results were GlmU inhibition -0.3% and RmlCD inh 1536 18.
`CCCCc1ccc(-n2nnnc2SCC(=O)Nc2cc(OC)c([N+](=O)[O-])cc2C)cc1` gave GlmU inhibition -6.7%.
Cc1cccc(Oc2ncnc3oc(-c4ccccc4)cc23)c1C was read as GlmU inhibition 4.1% and RmlCD inh 1536 0.
Cc1ccc(Nc2nc(CSc3nnc(-c4ccccc4C)n3C)cs2)cc1 was read as GlmU inhibition 0.8% and RmlCD inh 1536 -9.
Screening CCc1cc2c(=O)n(Cc3ccco3)c(SCC(=O)N(C)C3CCS(=O)(=O)C3)nc2s1 (stereo unspecified) returned GlmU inhibition -2.0% and RmlCD inh 1536 -10.
COc1ccc(N2C(=NC(C)=O)SC3CS(=O)(=O)CC32)cc1OC (stereo unspecified) was read as GlmU inhibition 1.3% and RmlCD inh 1536 12.
Oc1ccccc1-c1cc(C(F)(F)C(F)F)[nH]n1 was read as GlmU inhibition 8.9% and RmlCD inh 1536 10.
Cc1cccc(-n2cc(CN(C)Cc3nccn3C)c(-c3cccc(F)c3)n2)c1 was read as GlmU inhibition 6.9% and RmlCD inh 1536 13.
`CCN(CC)CCNC(=O)CSc1c2c(nc3cc(Cl)ccc13)CCCC2` gave GlmU inhibition 4.9% and RmlCD inh 1536 -10.
Screening CCOC(=O)N1CCC(N(CCN(C)C)C(=S)Nc2cccc(SC)c2)CC1 returned GlmU inhibition -6.0% and RmlCD inh 1536 -4.
O=C(Nc1nc2ccccc2s1)NC1CCCCC1 was read as GlmU inhibition -3.1%.
